# TcdB GH inh: blocks C. difficile toxin B glycohydrolase activity; inhibition, % at 9.99 µM; AID 652162; TcdB glycohydrolase enzymatic assay, plate reader; 0.24% of 350,000 active; in the data active means inhibition above about 10%
# * marks the source's active call; other numbers are inactive results.
nr	Structure	TcdB GH inh
1	C[C@H](CO)N1C[C@H](C)[C@@H](CN(C)S(=O)(=O)c2ccccc2)Oc2ccc(N(C)C)cc2CC1=O	-13
2	O=C(Cc1ccccc1)N[C@@H]1CC[C@@H](CC(=O)N2CCOCC2)O[C@@H]1CO	-0.8
3	CCC(=O)N1C[C@@H](C)[C@H](OC)CN(C)C(=O)c2ccc(NC(=O)Nc3ccccc3)cc2OC[C@@H]1C	-3.8
4	COc1cccc(NC(=O)N(C)C[C@H]2Oc3cc(-c4ccccc4OC)ccc3S(=O)(=O)N([C@H](C)CO)C[C@H]2C)c1	-0.7
5	CCC(=O)Nc1ccc2c(c1)OC[C@H](C)N(C(=O)COC)C[C@H](C)[C@H](OC)CN(C)C2=O	-0.4
6	O=C(CC1CC1)N1CC2(C1)[C@@H](c1ccccc1)[C@H](CO)N2C(=O)c1ccccn1	0.6
7	O=C([C@@H]1[C@@H](CO)[C@@H]2Cn3c(ccc(-c4ccccc4F)c3=O)[C@H]1N2C(=O)C1CCC1)N1CCCCC1	0.0
8	COc1ccc(NC(=O)N(C)C[C@@H]2Oc3c(NC(=O)c4ccc(-c5nccs5)cc4)cccc3C(=O)N([C@@H](C)CO)C[C@H]2C)cc1	-0.9
9	CO[C@H]1CN(C)C(=O)c2ccc(NS(C)(=O)=O)cc2OC[C@@H](C)N(C(=O)C2CCCC2)C[C@@H]1C	-4.0
10	C[C@@H]1CN([C@@H](C)CO)C(=O)c2cccc(NC(=O)Nc3ccc(F)cc3)c2O[C@H]1CN(C)S(C)(=O)=O	-0.1
11	O=C(C[C@H]1C[C@H]2c3cc(NS(=O)(=O)c4ccc(F)cc4)ccc3O[C@H]2[C@@H](CO)O1)NC1CCCCC1	0.3
12	C[C@H]1CN([C@@H](C)CO)C(=O)Cc2cc(NC(=O)Cn3cnnn3)ccc2O[C@H]1CN(C)C	-0.4
13	CCCC(=O)Nc1ccc2c(c1)C(=O)N(C)[C@H]1CC[C@@H](CC(=O)NCC3CCCCC3)O[C@H]1CO2	-0.5
14	C[C@@H]1CN([C@@H](C)CO)C(=O)Cc2cc(NC(=O)Nc3cccc4ccccc34)ccc2O[C@H]1CN(C)Cc1ccc(Oc2ccccc2)cc1	-0.4
15	N#C[C@@H]1[C@@H](c2ccccc2C2=CCCCC2)[C@@H](CO)N1C(=O)NC1CCCC1	4.1
16	Cc1noc(C)c1NC(=O)Nc1ccc2c(c1)C(=O)N([C@@H](C)CO)C[C@H](C)[C@@H](CN(C)Cc1ccc(Cl)c(Cl)c1)OCCCC[C@H](C)O2	-2.1
17	C[C@H](CO)N1C[C@H](C)[C@H](CN(C)Cc2ccccc2)Oc2ncc(-c3ccccc3F)cc2C1=O	0.3
18	Cc1ccc(S(=O)(=O)N[C@@H]2CC[C@H](CC(=O)NCc3ccc(Cl)c(Cl)c3)O[C@H]2CO)cc1	0.2
19	CO[C@H]1CN(C)C(=O)c2ccc(NC(=O)Nc3ccc(Cl)cc3)cc2OC[C@H](C)N(C)C[C@@H]1C	-0.1
20	C[C@@H]1CCCCO[C@H](CN(C)C(=O)Nc2ccc3c(c2)OCO3)[C@H](C)CN([C@@H](C)CO)C(=O)c2cc(NS(=O)(=O)c3ccccc3)ccc2O1	0.1
21	CC(C)C#Cc1cnc2c(c1)C(=O)N([C@H](C)CO)C[C@@H](C)[C@H](CN(C)C(=O)Nc1cc(F)ccc1F)O2	1.0
22	COCC(=O)N(C)C[C@@H]1Oc2cc(-c3cccc(F)c3)ccc2S(=O)(=O)N([C@@H](C)CO)C[C@H]1C	-2.1
23	C[C@H](CO)N1C[C@H](C)[C@@H](CN(C)CC2CCCCC2)Oc2ccc(NS(=O)(=O)c3ccc(Cl)cc3)cc2CC1=O	0.2
24	C[C@@H]1CN([C@H](C)CO)C(=O)c2cc(NC(=O)Nc3cccc4ccccc34)ccc2O[C@@H]1CN(C)S(=O)(=O)c1ccc(F)cc1	-0.1
25	COc1ccc(-c2ccc([C@@H]3[C@@H](CO)N4C(=O)CN(C(=O)C5CCOCC5)C[C@@H]34)cc2)cc1	-0.4
26	CN1c2ccc(-c3ccc(F)cc3)cc2[C@H]2[C@H](CCN2C(=O)Cc2ccccn2)[C@@H]1CO	0.1
27	C[C@@H]1CCCCO[C@@H](CN(C)C(=O)Nc2ccc3c(c2)OCO3)[C@H](C)CN([C@H](C)CO)C(=O)c2cc(NC(=O)c3ccccc3)ccc2O1	0.1
28	C[C@@H]1CN([C@@H](C)CO)C(=O)c2cc(NC(=O)Nc3cccc4ccccc34)ccc2O[C@@H](C)CCCCO[C@H]1CN(C)Cc1ccncc1	0.3
29	CCCN(C)C[C@@H]1Oc2ncc(C#Cc3ccc(F)cc3)cc2C(=O)N([C@H](C)CO)C[C@@H]1C	0.2
30	CC=Cc1ccc2n(c1=O)C[C@H]1[C@H](CO)[C@@H](C(=O)NCCC)[C@@H]2N1Cc1nccs1 (mixture of isomers)	-0.4
31	O=C(C1CC1)N1CCCCN2[C@H](CO)[C@@H](c3ccc(-c4cccc(F)c4)cc3)[C@H]2C1	0.4
32	CCC(=O)N(C)C[C@@H]1Oc2cc(-c3ccc(C#N)cc3)ccc2S(=O)(=O)N([C@@H](C)CO)C[C@@H]1C	1.5
33	C[C@H](CO)N1C[C@H](C)[C@H](CN(C)C(=O)Nc2ccc(F)cc2)Oc2ncc(/C=C/c3ccccc3)cc2C1=O	0.0
34	C[C@H](CO)N1C[C@H](C)[C@H](CN(C)C(=O)Nc2cccc3ccccc23)Oc2ncc(-c3ccccc3)cc2C1=O	-0.7
35	COc1cccc(NC(=O)N(C)C[C@H]2Oc3cc(-c4ccccc4F)ccc3S(=O)(=O)N([C@@H](C)CO)C[C@H]2C)c1	1.4
36	CCCC(=O)Nc1ccc2c(c1)C(=O)N(C)C[C@@H](OC)[C@@H](C)CN(C(=O)C1CCCC1)[C@@H](C)CO2	0.4
37	COc1ccccc1C#Cc1cnc2c(c1)C(=O)N([C@@H](C)CO)C[C@H](C)[C@@H](CN(C)C(C)=O)O2	0.4
38	CO[C@@H]1CN(C)C(=O)c2cc(NS(C)(=O)=O)ccc2OC[C@H](C)N(C)C[C@@H]1C	-1.4
39	CCC(=O)N1[C@@H]2c3ccc(C4=CCCC4)c(=O)n3C[C@@H]2[C@@H](CO)[C@@H]1C(=O)Nc1ccccc1	-4.8
40	C[C@@H]1CCCCO[C@@H](CN(C)C(=O)Nc2ccc(C(F)(F)F)cc2)[C@@H](C)CN([C@@H](C)CO)C(=O)c2cc(N(C)C)ccc2O1	-2.2
41	C[C@@H]1CCCCO[C@H](CN(C)Cc2ccc(Cl)c(Cl)c2)[C@@H](C)CN([C@H](C)CO)C(=O)c2cc(NC(=O)Nc3ccc(F)cc3)ccc2O1	0.1
42	N#C[C@H]1[C@@H](c2ccccc2-c2ccccc2)[C@@H](CO)N1C(=O)NC1CCCCC1	-1.0
43	CO[C@@H]1CN(C)C(=O)c2cc(NS(=O)(=O)c3ccc(C)cc3)ccc2OC[C@@H](C)N(C(=O)NC(C)C)C[C@H]1C	0.3
44	C[C@H]1CN([C@@H](C)CO)C(=O)CCCn2cc(nn2)CO[C@H]1CN(C)Cc1cccc2c1OCCCO2	1.2
45	C[C@H](CO)N1C[C@H](C)[C@@H](CN(C)C(=O)NC2CCCC2)Oc2cc(/C=C/c3ccccc3)ccc2S1(=O)=O	-1.3
46	CO[C@H]1CN(C)C(=O)c2ccc(NC(=O)Nc3ccccc3Cl)cc2OC[C@H](C)NC[C@H]1C	0.2
47	C[C@@H]1CCCCO[C@H](CN(C)Cc2ccccc2)[C@@H](C)CN([C@@H](C)CO)C(=O)c2cc(NS(=O)(=O)c3ccc(F)cc3)ccc2O1	1.0
48	C[C@@H](NC(=O)C[C@@H]1C[C@H]2c3cc(N(C)C)ccc3O[C@H]2[C@@H](CO)O1)c1ccccc1	-58

# (listing goes on)
no. | smiles | TcdB GH inh
49 | COc1ccc(S(=O)(=O)Nc2ccc3c(c2)[C@H]2C[C@@H](CC(=O)NCC4CC4)O[C@H](CO)[C@H]2O3)cc1 | -1.6
50 | O=C(Nc1ccc(F)cc1)N1[C@@H]2CNC[C@H]1C2c1ccc(-c2cccnc2)cc1 (stereo partly specified) | 0.0
51 | CCNC(=O)Nc1ccc2c(c1)C(=O)N(C)[C@H]1CC[C@H](CC(=O)NCc3ccc(F)cc3)O[C@@H]1CO2 | 0.1
52 | CO[C@@H]1CN(C)C(=O)c2ccc(NS(C)(=O)=O)cc2OC[C@H](C)N(C(=O)C2CCOCC2)C[C@@H]1C | -4.7
53 | Cc1ccc(S(=O)(=O)Nc2ccc3c(c2)C(=O)N([C@@H](C)CO)C[C@H](C)[C@H](CN(C)S(=O)(=O)c2cn(C)cn2)OCCCC[C@H](C)O3)cc1 | -0.8
54 | CCCNC(=O)N[C@@H]1CC[C@H](CC(=O)N2CCN(C)CC2)O[C@@H]1CO | -0.9
55 | COc1ccc2c3c(n(C)c2c1)[C@H](CO)N(C(=O)C1CCCCC1)CC31CCN(C(=O)CN(C)C)CC1 | -0.2
56 | COCC#Cc1ccc2c(c1)O[C@H](CN(C)S(=O)(=O)c1ccc(F)cc1)[C@H](C)CN([C@@H](C)CO)S2(=O)=O | -3.0
57 | CCCNC(=O)[C@H]1[C@H](CO)[C@H]2Cn3c(ccc(-c4ccc(F)cc4)c3=O)[C@H]2N1CC1CC1 | -0.4
58 | COc1cccc(NC(=O)Nc2ccc3c(c2)C(=O)N(C)C[C@@H](OC)[C@@H](C)CN(C)[C@H](C)CO3)c1 | 0.1
59 | COc1ccc(S(=O)(=O)N(C)C[C@H]2Oc3c(NC(=O)c4cc(C)nn4C)cccc3C(=O)N([C@H](C)CO)C[C@@H]2C)cc1 | -3.2
60 | C[C@@H]1CN([C@@H](C)CO)C(=O)Cc2cc(NC(=O)c3ccncc3)ccc2O[C@@H]1CN(C)S(=O)(=O)c1ccccc1 | 6.8
61 | Cc1c(NC(=O)/C(C#N)=C/c2ccc3ccccc3c2)c(=O)n(-c2ccccc2)n1C | -0.5
62 | C[C@H](CO)N1C[C@H](C)[C@@H](CN(C)S(=O)(=O)c2cn(C)cn2)Oc2ccc(NC(=O)Nc3ccccc3)cc2CC1=O | 0.0
63 | CN1c2ccc(-c3ccccc3F)cc2[C@@H]2[C@@H](CCN2C(=O)Cc2ccccn2)[C@@H]1CO | -0.5
64 | C[C@H](NC(=O)[C@@H]1N[C@@H]2c3ccc(C4=CCCC4)c(=O)n3C[C@@H]2[C@H]1CO)c1ccccc1 | -1.8
65 | C[C@@H]1CN([C@H](C)CO)C(=O)c2cc(NC(=O)Cc3ccccc3)ccc2O[C@H]1CN(C)Cc1ccc(C(F)(F)F)cc1 | 0.7
66 | CO[C@@H]1CN(C)C(=O)c2cc(NC(=O)NC3CCCC3)ccc2OC[C@@H](C)N(CC2CC2)C[C@@H]1C | -0.6
67 | C[C@H]1CN([C@@H](C)CO)C(=O)CCCn2nncc2CO[C@H]1CN(C)CC1CC1 | 0.2
68 | O=C(C1CC1)N1CC[C@H]2[C@H](CO)Nc3ccc(-c4cccc(F)c4)cc3[C@H]21 | 2.4

# In another format: 3 of the compounds above
59. COc1ccc(S(=O)(=O)N(C)C[C@H]2Oc3c(NC(=O)c4cc(C)nn4C)cccc3C(=O)N([C@H](C)CO)C[C@@H]2C)cc1
  TcdB GH inh = -3.2

60. C[C@@H]1CN([C@@H](C)CO)C(=O)Cc2cc(NC(=O)c3ccncc3)ccc2O[C@@H]1CN(C)S(=O)(=O)c1ccccc1
  TcdB GH inh = 6.8

61. Cc1c(NC(=O)/C(C#N)=C/c2ccc3ccccc3c2)c(=O)n(-c2ccccc2)n1C
  TcdB GH inh = -0.5

# Continued.
no. | smiles | TcdB GH inh
69 | C[C@@H]1CN([C@@H](C)CO)C(=O)Cc2cc(NS(=O)(=O)c3ccc(Cl)cc3)ccc2O[C@H]1CN(C)Cc1ccc(Cl)c(Cl)c1 | -0.3
70 | C[C@H](CO)N1C[C@H](C)[C@H](CN(C)C(=O)c2cccnc2)Oc2ncc(-c3ccc(C#N)cc3)cc2C1=O | 0.7
71 | O=C(c1ccccc1)N1C[C@H]2[C@@H](c3ccccc31)[C@H](CO)N2C(=O)Nc1ccccc1Cl | 1.6
72 | O=S(=O)(c1ccc(F)cc1)N1CCCCN2[C@@H](CO)[C@@H](c3ccc(C4=CCCCC4)cc3)[C@@H]2C1 | -0.8
73 | N[C@@H]1CC[C@@H](CCn2cc(-c3cccc(F)c3)nn2)O[C@H]1CO | 0.5
74 | CCCNC(=O)[C@@H]1[C@@H](CO)[C@@H]2Cn3c(ccc(-c4ccccc4)c3=O)[C@H]1N2Cc1ccccc1F | -0.2
75 | Cc1noc(C)c1S(=O)(=O)Nc1ccc2c(c1)C(=O)N([C@H](C)CO)C[C@@H](C)[C@H](CN(C)C(=O)CCC(F)(F)F)OCCCC[C@@H](C)O2 | -0.6
76 | C[C@@H]1CN([C@H](C)CO)C(=O)Cc2cc(NC(=O)Nc3cccc4ccccc34)ccc2O[C@@H]1CN(C)C(=O)Nc1ccc2c(c1)OCO2 | 0.2
77 | COCC(=O)N1C[C@H](C)[C@@H](OC)CN(C)C(=O)c2cc(NC(=O)c3ccccc3)ccc2OC[C@@H]1C | -3.3
78 | C[C@@H]1CN([C@@H](C)CO)C(=O)Cc2cc(NC(=O)Nc3ccc(C(F)(F)F)cc3)ccc2O[C@H]1CN(C)C(=O)Nc1ccccc1 | -0.4
79 | C[C@H](CO)N1C[C@H](C)[C@@H](CN(C)CC2CCOCC2)Oc2cc(Br)ccc2S1(=O)=O | -0.9
80 | O=C(Nc1ccc(F)cc1)N1CC(=O)N2[C@@H](CO)[C@H](c3ccc(-c4ccc(F)cc4)cc3)[C@@H]2C1 | 0.3

# Arranged by molar mass (low to high): part of the list above
no. | smiles | TcdB GH inh
73 | N[C@@H]1CC[C@@H](CCn2cc(-c3cccc(F)c3)nn2)O[C@H]1CO | 0.5
74 | CCCNC(=O)[C@@H]1[C@@H](CO)[C@@H]2Cn3c(ccc(-c4ccccc4)c3=O)[C@H]1N2Cc1ccccc1F | -0.2
70 | C[C@H](CO)N1C[C@H](C)[C@H](CN(C)C(=O)c2cccnc2)Oc2ncc(-c3ccc(C#N)cc3)cc2C1=O | 0.7
79 | C[C@H](CO)N1C[C@H](C)[C@@H](CN(C)CC2CCOCC2)Oc2cc(Br)ccc2S1(=O)=O | -0.9
69 | C[C@@H]1CN([C@@H](C)CO)C(=O)Cc2cc(NS(=O)(=O)c3ccc(Cl)cc3)ccc2O[C@H]1CN(C)Cc1ccc(Cl)c(Cl)c1 | -0.3

# Source: PubChem

# This is a subset; count on the stated rates, not on these rows.
